SRC1 TRFRET art: TR-FRET artefact, counter-screen to PPARgamma/SRC-1 agonist assay; 99,000 compounds, 0.34% hits; TR-FRET ratio at 8 µM; AID 1051; TR-FRET detection artefact counter-screen, emission ratio; active compounds read high; in the data active means TR-FRET ratio above about 2300; further: inactives centre near 1800; reference of the scale not given here
SRC3 TRFRET art: counter-screen for PPARgamma SRC-3 recruitment agonists: TR-FRET artefact; AID 1048; TR-FRET ratio at 8 µM; 99,000 compounds, 0.39% hits; PPARgamma/SRC-3 format; active compounds read high; in the data active means TR-FRET ratio above about 2000; further: inactives centre near 1600; reference of the scale not given here
Numbers without * were called inactive. Only part of the results is shown. The share of hits here may be higher or lower than overall.

Values run as follows: SRC1 TRFRET art, SRC3 TRFRET art
1. Cc1ccc(-c2csc3nc(SCC(N)=O)n(Cc4ccccc4)c(=O)c23)cc1
    1543, 1413
2. CCNC(=S)N(CCc1ccc(S(N)(=O)=O)cc1)C1CC(=O)N(c2ccccc2)C1=O (stereo unspecified)
    1837, 1552
3. COc1cccc(C(=O)NCC(=O)OCC(=O)C(C)(C)C)c1
    1716, 1466
4. COc1cccc(/C=N/Nc2ncnc3scc(-c4ccccc4)c23)c1O
    1757, 1617
5. CCc1nnc(SCC(=O)Nc2ccccc2Cl)nc1CC
    1887, 1425
6. Nc1ccc(S(=O)(=O)C(F)(F)F)cc1N
    1789, 1753
7. CC(=O)c1sc(N/N=C/c2cccc(O)c2)nc1C
    1993, 1349
8. CCN(CC)c1ccc(NC(=O)CCS(=O)(=O)c2cccc3nsnc23)c(C)c1
    1940, 1598
9. Cc1ccc(-n2cnc3sc(C)c(C)c3c2=O)cc1
    1838, 1526
10. C#CC(CC)(CC)NC(=O)NC1CCCCC1
    1876, 1620
11. CCOC(=O)c1ccc(NC(=S)NCc2cccnc2)cc1
    1789, 1438
12. c1ccc(Cc2noc(CN3CCN(C4CCc5ccccc5C4)CC3)n2)cc1 (stereo unspecified)
    1912, 1453
13. Cc1cccc(C)c1N1CCN(S(=O)(=O)N2CCCCC2)CC1
    1800, 1543
14. O=C(NCc1ccc(Cl)cc1)C(=O)N/N=C/c1ccc(Br)cc1
    1689, 1640
15. O=C(CN1CCCC1)N1CCCC(c2ccc(F)cc2)c2ccc(F)cc21 (stereo unspecified)
    1985, 1643
16. COc1ccc(NC(=O)c2cn(CCC#N)nc2-c2cc3ccccc3o2)cc1
    2052, 1725
17. CS(=O)(=O)Nc1ccc(C(=O)Nc2ccccc2Sc2ccccc2)cc1
    1937, 1584
18. CCOc1ccc(S(=O)(=O)NCc2ccc(OC)cc2)c2cccnc12
    1908, 1594
19. CCOc1ccc(CN2CCN(Cc3ccc(C)o3)CC2CCO)cc1 (stereo unspecified)
    1873, 1339
20. COc1ccc(S(=O)(=O)Nc2ccccc2C(N)=O)cc1OC
    1684, 1535
21. CCC(C)NC(=O)C1CCCN(C(=O)Nc2ccc(F)cc2)C1 (stereo unspecified)
    1875, 1491
22. C/C(=N\NC(=O)C1COc2ccccc2O1)c1ccc(N2CCOCC2)cc1 (stereo unspecified)
    1518, 1457
23. CCC(=O)Nc1ccc(C(=O)N/N=C/c2c(C)[nH]c3ccccc23)cc1
    1819, 1773
24. COc1ccc(/C=C/C(=O)N/C(=C\c2ccco2)C(=O)NCCc2nc3ccccc3[nH]2)cc1
    2007, 1661
25. Cc1cc(-c2nn(-c3ccccc3F)cc2CN2CCCC(C(N)=O)C2)c(C)s1 (stereo unspecified)
    1583, 1389
26. O=C(O)c1nc(-c2ccccc2)n(-c2ccccc2)n1
    1910, 1675
27. COc1ccc(-c2nc(C(F)(F)F)c(OC)o2)cc1OC
    2054, 1436
28. O=C(COc1ccc(-c2ccccc2)cc1)N1CCCC1
    1761, 1539
29. CCCc1c(C)nn(-c2ncccc2[N+](=O)[O-])c1C
    1819, 1547
30. COc1ccc(CC(=O)NCC(=O)N/N=C/c2ccc(C)o2)cc1
    1923, 1567

One compound at a time (already shown). Order of screens: SRC1 TRFRET art | SRC3 TRFRET art
O=C(COc1ccc(-c2ccccc2)cc1)N1CCCC1 across the screens: 1761 | 1539
CCCc1c(C)nn(-c2ncccc2[N+](=O)[O-])c1C across the screens: 1819 | 1547

Additional results.
Values run as follows: SRC1 TRFRET art, SRC3 TRFRET art
31. COCCCNC(=O)CCC(=O)NNc1nc2ccccc2c2nc(-c3ccccc3)nn12
    1797, 1452
32. O=c1cc2c(nn1Cc1cccc([N+](=O)[O-])c1)-c1ccccc1CC2
    1921, 1460
33. O=C(Nc1ncc(C(F)(F)F)cc1Cl)c1ccc(S(=O)(=O)N2CCOCC2)cc1
    1704, 1336
34. Cc1ccc(-n2c(Cc3ccccc3)n[nH]c2=S)c(C)c1
    2004, 1777
35. CC(=O)Nc1ccccc1OC(C)C(=O)N1CCC(C)CC1 (stereo unspecified)
    1718, 1390
36. Cc1cc(Nc2ccc(F)cc2F)n2nc(C)nc2n1
    1965, 1560
37. Cc1cc(C(=O)COC(=O)c2cc(Cl)ccc2N)c(C)n1Cc1ccco1
    1772, 1516
38. COc1ccc(-c2nnn3c2nc(NCc2ccccc2)c2ccccc23)cc1
    1670, 1441
39. Cc1cccc(/C(N)=N/OC(=O)c2ccccc2Cl)c1
    1980, 1467
40. O=C1C2CCCCC2C(=O)N1c1ccc(NC2CCN(Cc3ccccc3)CC2)c([N+](=O)[O-])c1 (stereo unspecified)
    1621, 1356
41. Cc1ccc(NC(=S)N(CCCN(C)C)Cc2cc3cc4c(cc3[nH]c2=O)OCO4)c(C)c1
    2012, 1629
42. CCOC(=O)Nc1ccc(S(=O)(=O)N2CCC(C)CC2)cc1
    1945, 1577
43. Brc1ccc2c(c1)CNc1c(ncnc1N1CCOCC1)O2
    1483, 1291
44. Cc1cccc(-n2ncc3c(NC4CCCCC4)ncnc32)c1
    1912, 1748
45. O=C(CN1CCCCC1)N=Nc1c(O)[nH]c2ccccc12
    1575, 1710
46. CC(O)c1cccc(NC(=O)Cc2cccc3ccccc23)c1 (stereo unspecified)
    1671, 1372
47. Cc1cc(C)c(NC(=O)COC(=O)C2CCC(=O)N2)c(C)c1 (stereo unspecified)
    1859, 1589
48. N#Cc1ccc(NC(=O)COC(=O)CCNS(=O)(=O)c2ccccc2)cc1
    1687, 1601
49. COC(=O)C1=C(C)N(C2CCCCC2)C(=O)/C1=C\c1cccs1
    1666, 1693
50. CC(=O)c1ccc(NC(=O)C(C)N(C)CC(=O)Nc2ccccc2Cl)cc1 (stereo unspecified)
    1851, 1610
51. COc1ccccc1/C=C/C=N/NC(=O)c1cnccn1
    2067, 1747
52. CC(C)C(=O)N=C1SC2CS(=O)(=O)CC2N1Cc1ccccc1 (stereo unspecified)
    1787, 1542
53. C[C@@H]1C=C(C(=O)O)O[C@H](OCc2ccc(CO)cc2)C1
    1671, 1406
54. O=C(NCC1(c2ccccc2)CCOCC1)c1cccs1
    1803, 1684
55. Cc1ccc(Cn2cccc2/C=C2/C(=N)N3C=CSC3=NC2=O)cc1
    1708, 1533
56. COc1ccc(CNC(=O)CSCc2cccc(Cl)c2)cc1
    1848, 1636
57. COc1ccc(NC(=O)c2ccccc2Sc2ccc(NC(C)=O)nc2)cc1
    2236, 1595
58. Cc1ccsc1/C=N/N1CCOCC1
    1889, 1669
59. O=C(Nc1ccccn1)c1ccc(Cl)c([N+](=O)[O-])c1
    1868, 1613
60. CC1CCCCC1NC(=O)CN1C(=O)NC(C)(c2ccc(OC(F)F)cc2)C1=O (stereo unspecified)
    1890, 1571
61. Oc1ccccc1N1CCN(C(=S)NCc2ccccc2)CC1
    1747, 1489
62. O=C(/C=C/c1ccccc1)Nc1ccc(Br)cn1
    2098, 1614
63. O=C(N/N=C/c1ccc(OC(F)F)cc1)c1ccc(CSc2nc3ccccc3[nH]2)cc1
    1811, 1726
64. COc1cc2[nH]c(=S)nc(NCCc3ccc(S(N)(=O)=O)cc3)c2cc1OC
    1863, 1492
65. CCOC(=O)c1c(NC(=O)CN2C(=O)CN(C)C2=O)sc(C)c1C
    1820, 1400
66. Cc1nn(-c2ccc(Cl)cc2Cl)c(C)c1C(=O)O
    2039, 1578
67. CCC(=O)Nc1sc(C(=O)Nc2ccccc2F)c(C)c1C(=O)OC
    1691, 1904
68. C=CCn1c(SCc2ccc(Cl)cc2)nc2cc(C(=O)N3CCC(C(N)=O)CC3)ccc2c1=O
    1825, 1739
69. O=C(O)C1Cc2ccccc2CN1C(=O)COc1ccc(Cl)cc1 (stereo unspecified)
    1865, 1486
70. O=C(NCc1cccnc1)C(=O)NCC1OCCN1S(=O)(=O)c1ccc(F)cc1 (stereo unspecified)
    1786, 1477
71. Cc1ccc(N(C(=O)Cn2nnc3ccccc32)C(C(=O)NCc2ccco2)c2ccc(C)o2)cc1 (stereo unspecified)
    1726, 1543
72. CC(C)(C)c1ccc(/C=C(\C#N)C(=O)NCCN2CCOCC2)cc1
    1743, 1597
73. O=C(N/N=C/c1ccncc1)c1ccc2c(c1)OCO2
    1736, 1581
74. CCN1CCN(c2cc3c(nn2)Oc2ccccc2N3C)CC1
    1780, 1675
75. CC1(C)NC(=O)N(CCOc2ccc([N+](=O)[O-])cc2)C1=O
    1734, 1461
76. CCN(CC)C(=O)c1ccccc1NC(=O)c1cccc(S(=O)(=O)N(CC)CC)c1
    1411, 1559
77. COc1ccc(/C=C/C(=O)N(C)C2CCCCC2)cc1Br
    2131, 1718
78. O=C(CCS(=O)(=O)c1ccccc1)Nc1ccc2c(c1)C(=O)NC2=O
    1940, 1487
79. CN(C)S(=O)(=O)c1ccc(NC(=O)c2cc(-c3cccs3)nc3ccccc23)cc1
    3250*, 3343*
80. COc1ccc(NC(=O)CC2C(=O)N(C)C(=S)N2Cc2ccco2)cc1 (stereo unspecified)
    1516, 1493

Continuation.
Values run as follows: SRC1 TRFRET art, SRC3 TRFRET art
81. O=C(c1ccc(Cl)nc1)N1CCN(C/C=C/c2ccccc2)CC1
    1629, 1568
82. C/C(=C\c1ccccc1)C(=O)Nc1nccs1
    1782, 1524
83. CCOc1ccc(-n2cc(C(=O)c3cc(Cl)ccc3O)cc(C#N)c2=O)cc1
    1865, 1566
84. CC[C@H](C)[C@@H]1NC(=O)c2cc([N+](=O)[O-])cc(F)c2NCCCC[C@@H](C(N)=O)NC(=O)[C@H](CCCCN)NC1=O
    1758, 1362
85. CN(C)S(=O)(=O)c1cc(NC(=O)COC(=O)Cc2ccc(Cl)cc2Cl)ccc1Cl
    1793, 1733
86. CCOC(=O)c1sc(NC(=O)C(C)Sc2nc(N)cc(=O)[nH]2)nc1C (stereo unspecified)
    1535, 1461
87. COC(=O)c1cccc(NC(=S)Nc2cccc(Cl)c2C)c1
    1894, 1616
88. Nc1nc(SCC(=O)N2CCCCCC2)[nH]c(=O)c1NC(=O)c1ccco1
    1892, 1442
89. N#C/C(=C\c1ccc([N+](=O)[O-])cc1)c1ccccn1
    1780, 1560
90. O=C1CCCN1CCCNC(=S)Nc1ccc(F)c(Cl)c1
    1844, 1473
91. CSCCNCc1c(C(=O)N2CCOCC2)nc2c(C)cccn12
    1803, 1608
92. COc1ccc(Cl)cc1NC(=O)C(=O)NCc1ccncc1
    1906, 1717
93. C=CCn1c(SCC(=O)c2[nH]c(C)c(C(=O)OCC)c2C)nc2scc(-c3ccccc3)c2c1=O
    1750, 1554
94. CCOc1cc(NC(=S)Nc2ccc(Cl)cc2)c(OCC)cc1NC(C)=O
    1872, 1689
95. CCN(CC)c1ccc(NC(=S)NCC2CCCO2)cc1 (stereo unspecified)
    1554, 1645
96. Cc1c(C#N)c(N)nc(Cl)c1C#N
    1655, 1593
97. Cc1nn(C)cc1C(C)Nc1nc2nonc2nc1N1CCCCC1 (stereo unspecified)
    1729, 1621
98. CC1CCN(c2ccc([N+](=O)[O-])cc2C(N)=O)CC1
    1692, 1509
99. CCN(CC)c1ccc(/C=N/NS(=O)(=O)c2ccc(C)c([N+](=O)[O-])c2)cc1
    1908, 1692
100. CC(=O)Nc1cccc(Nc2nc(-c3ccccc3)nc3ccccc23)c1
    1859, 1758
101. Cc1ccc([N+](=O)[O-])cc1N
    2200, 1774
102. Cc1ccc(OCc2ccc(C(=O)Nc3ccc(C(N)=O)cc3)o2)c([N+](=O)[O-])c1
    1896, 1499
103. Cn1cccc1Cc1nnc(SCC(=O)NCCc2ccccc2)n1C
    1622, 1414
104. CC(C)CC(C)c1cc(N)nc2nc3ccccc3n12 (stereo unspecified)
    2008, 1614
105. COc1ccc(OC)c(NC(=O)CCNS(=O)(=O)c2ccc3c(c2)c(=O)n(C)c(=O)n3C)c1
    1704, 1492
106. Cc1ccc(-n2nc(C)c(C3(O)C(=O)N(C)c4ccccc43)c2N)cc1 (stereo unspecified)
    1788, 1640
107. Cn1c(=O)n(C)c2cc(S(=O)(=O)NCc3ccco3)ccc21
    2051, 1388
108. CCCCN1CCCC1CNC(=O)c1cc(C#N)c2ccccc2c1OC (stereo unspecified)
    1798, 1508
109. O=C(CCn1cnnn1)Nc1ccc(F)cc1
    1853, 1669
110. Cc1cc(NC(=O)CSc2nnc(NC(=O)C3CC(=O)N(c4ccccc4)C3)s2)no1 (stereo unspecified)
    1978, 1470

Random excerpt: 7 compounds from above
Values run as follows: SRC1 TRFRET art, SRC3 TRFRET art
105. COc1ccc(OC)c(NC(=O)CCNS(=O)(=O)c2ccc3c(c2)c(=O)n(C)c(=O)n3C)c1
    1704, 1492
103. Cn1cccc1Cc1nnc(SCC(=O)NCCc2ccccc2)n1C
    1622, 1414
102. Cc1ccc(OCc2ccc(C(=O)Nc3ccc(C(N)=O)cc3)o2)c([N+](=O)[O-])c1
    1896, 1499
106. Cc1ccc(-n2nc(C)c(C3(O)C(=O)N(C)c4ccccc43)c2N)cc1 (stereo unspecified)
    1788, 1640
107. Cn1c(=O)n(C)c2cc(S(=O)(=O)NCc3ccco3)ccc21
    2051, 1388
101. Cc1ccc([N+](=O)[O-])cc1N
    2200, 1774
104. CC(C)CC(C)c1cc(N)nc2nc3ccccc3n12 (stereo unspecified)
    2008, 1614

Next records.
Values run as follows: SRC1 TRFRET art, SRC3 TRFRET art
111. CN(C(=O)NC1CCCCC1)c1ccccc1
    1847, 1471
112. Cn1nc([N+](=O)[O-])nc1Oc1ccccc1F
    1723, 1737
113. NS(=O)(=O)c1ccc(CCNC(=O)Cc2ccccc2[N+](=O)[O-])cc1
    1937, 1587
114. CCc1ccc(C(=O)NCc2ccc(Cl)cc2Cl)cc1
    1612, 1526

High-throughput results (PubChem)
